GPR55 beta-arrestin – GPR55 agonists via beta-arrestin recruitment, primary screen, imaging, U2OS cells, beta-arrestin-GFP redistribution (AID 1961) | U2OS GPR55 beta-arrestin-GFP redistribution imaging; higher % means a stronger effect | one-dose activation, % at 10 µM; EC50 in µM for titrated hits | actives 0.048% (n = 290,000);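 active = activation above 40% with more than 50 cells counted in the well; inconclusive = wells holding fewer than 50 cells, flagged as toxic or sparse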;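 note: U2OS osteosarcoma cells stably expressing GPR55 and beta-arrestin-GFP; plate controls were DMSO negative control for no effect and LPI positive control for full effect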
NTR1 ag – agonists of NTR1, primary screen, imaging, U2OS cells, beta-arrestin-GFP, high content (AID 493036) | P30989 | NTR1-U2OS beta-arrestin-GFP spot imaging, agonist mode | activation, % at 20 µM | actives 0.17% (n = 330,000);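 active = activation at or above 40% of the spot to cytoplasm intensity ratio, with at least 20 cells analyzed; inconclusive = wells under 20 cells, flagged as cytotoxic or low count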;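 note: 0% = DMSO without peptide and 100% = 100 nM NTR1 peptide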
Target sequence (P30989 whole entry, looked up): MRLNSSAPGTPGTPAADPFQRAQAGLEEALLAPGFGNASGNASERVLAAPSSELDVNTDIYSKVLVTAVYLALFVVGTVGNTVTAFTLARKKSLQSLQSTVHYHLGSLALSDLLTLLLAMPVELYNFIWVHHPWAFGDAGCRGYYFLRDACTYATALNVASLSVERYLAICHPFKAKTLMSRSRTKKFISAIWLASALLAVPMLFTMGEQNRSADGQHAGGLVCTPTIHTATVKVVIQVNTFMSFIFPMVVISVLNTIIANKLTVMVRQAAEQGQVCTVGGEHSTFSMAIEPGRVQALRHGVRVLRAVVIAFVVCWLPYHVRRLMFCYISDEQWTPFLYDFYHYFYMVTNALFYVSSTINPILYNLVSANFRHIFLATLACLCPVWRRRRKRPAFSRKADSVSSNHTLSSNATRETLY
Yfh1-off respiration – enhancers of respiration in Yfh1-depleted yeast, dose response, Friedreich's ataxia, plus single-dose screen (AID 1465); S. cerevisiae Yfh1-off respiration, WST-1 reduction, 72 h; higher fold induction means a stronger effect; actives 0.074% (n = 220,000); fold induction at 50 µM; hits with a dose series show EC50 in µM;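 active = fold induction of absorbance versus untreated yeast above a set limit, then at least 30% activation at any dose in follow-up; inconclusive = repeats straddling the limit, or above it without dose testing; inactive = fold induction below the set limit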;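 note: activators that raise dye reduction in frataxin-depleted yeast; strong numbers were not always called active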
KOR beta-arrestin-1 – kappa opioid receptor blockers – cell-based, luminescence, uHTS (AID 1778); actives 0.091% (n = 290,000); KOR beta-arrestin recruitment, luminescence, antagonist mode; higher % means a stronger effect; inhibition, % at 10 µM; hits with a dose series show IC50 in µM; note: strong numbers were not always called active
CSM14.1 death rescue – protection against thapsigargin-triggered cell killing – 384-well, CSM14.1, ATP luminescence, primary screen (AID 1222); CSM14.1 thapsigargin-induced death rescue, ATP luminescence; higher % means a stronger effect; one-dose cellular ATP content (survival), % at 20 µM; EC50 in µM for titrated hits; 190,000 tested, under 10 active;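 active = EC50 below 50 µM in the dose-response confirmation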;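 note: death triggered by thapsigargin at about 15 µM added after 2 h compound pretreatment; cell ATP read after overnight thapsigargin exposure of roughly 18 to 22 hours; normalized against plate controls of thapsigargin alone and 5% DMSO vehicle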
NOD1 NF-kB reporter – inhibition of NOD1-driven NF-kB reporter – cell-based, luminescence, uHTS, primary screen (AID 1578). NOD1-driven NF-kB luciferase reporter cells, luminescence; higher % means a stronger effect. one-dose inhibition, % at 4 µM; EC50 in µM for titrated hits. actives 1% (n = 290,000); in the data active = inhibition mostly above about 36%, no sharp cut-off; inactive = mostly below about 34%;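 note: HEK-293T reporter cells stimulated with the NOD1 agonist gamma-tri-DAP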
KOR beta-arrestin-2 – KOR agonists, beta-arrestin recruitment, primary screen, cell-based, luminescence, uHTS (AID 1777); KOR beta-arrestin recruitment, luminescence; higher % means a stronger effect; one-dose activation, % at 10 µM; EC50 in µM for titrated hits; actives 0.02% (n = 280,000); in the data active = activation above about 50%, passing the limit was not always enough; note: a part of the inactive calls stands beside numbers as strong as those of hits
TNAP activators – stimulation of alkaline phosphatase TNAP activity – biochemical, luminescent, no phosphate acceptor, uHTS, primary screen (AID 1001); purified TNAP, luminescent activation assay, no phosphate acceptor; higher activation fold means a stronger effect; activation fold at 20 µM, or EC50 in µM where a hit was titrated; actives 0.03% (n = 200,000); in the data active = activation fold from about 3, or a potency from the dose series; inactive = the rest, 99 in 100 with activation fold below about 1.6; note: many of its hits are not listed in these tables
HEK293 NOD2/NF-kB – inhibition of NOD2-driven NF-kB reporter – cell-based, luminescence, uHTS, HEK293 (AID 1566); HEK293 NOD2/NF-kB luciferase reporter, luminescence; higher % means a stronger effect; inhibition, % at 4 µM; hits with a dose series show EC50 in µM; actives 0.63% (n = 290,000); note: many of its hits are not listed in these tables
NTR1 ag cell count 20 µM – recorded beside NTR1 ag, whose call it bears; cell count; measured here: cell count, cytotoxicity flag
The depositor's hits bear a star; i = inactive; ? = inconclusive; . = not tested or not shown; [ ] = another dose, or the depositor's remark. Cut-off read from the data, not from the text of the source, unless noted: active = inhibition above about 50%; inactive = the rest. This is a subset (hit frequency here may not be typical).

SMILES,NTR1 ag cell count 20 µM,NTR1 ag,CSM14.1 death rescue,HEK293 NOD2/NF-kB,GPR55 beta-arrestin,KOR beta-arrestin-1,NOD1 NF-kB reporter,Yfh1-off respiration,KOR beta-arrestin-2,TNAP activators
O=C(NC(=S)Nc1ccc2oc(=O)ccc2c1)c1cccc(F)c1,56,-0.2,.,-10%,-0.2%,-11%,-19%,.,-7.2%,.
CCCSc1nsc(NC(=O)c2cccnc2OCC)n1,53,8.0,0.8%,21%,0.1%,7%,-7%,i,-3.3%,1
CC1(c2nnc(-c3ccc(F)cc3)o2)CC(c2ccccc2)=NO1 (stereo not drawn),65,1.1,.,10%,0.4%,4%,6%,i,-0.8%,.
CC(C)(C)c1cc(/C=N/NC(=O)C[n+]2ccccc2)cc(C(C)(C)C)c1O,80,0.2,.,11%,0.0%,-5%,-4%,.,0.7%,.
COc1cc(C2Nn3c(nnc3-c3ccccc3OC)S2)ccc1O (stereo not drawn),28,0.9,2.0%,13%,-0.3%,0%,-18%,i,-2.2%,1
C=CCc1ccc(OCc2ccc(C(=O)O)o2)c(OC)c1,94,0.5,.,-39%,-0.3%,5%,-13%,.,-4.5%,.
CC(C)(C)NCC(O)COc1ccccc1C(=O)CCc1ccccc1 (stereo not drawn),47,1.3,-1.9%,-8%,0.0%,-13%,-3%,i,-6.8%,1.1
O=C(Nc1ncc2c(n1)-c1ccccc1CC2)c1ccccc1,90,0.7,-1.0%,14%,-0.1%,-9%,18%,i,-1.3%,1.1
COc1ccc(-n2cc(CNCC3CCOCC3)c(-c3cccc(F)c3)n2)cc1,92,5.4,-4.1%,5%,-0.2%,-2%,-46%,i,-1.2%,1
CC1CCN(C(=O)CSc2nnc(-c3ccco3)o2)CC1,63,-3.1,-0.6%,-2%,-0.1%,15%,-21%,i,-2.8%,1.2
Cc1cc(NC(=O)CSc2nc3cc(Cl)ccc3s2)no1,60,-0.1,4.8%,13%,0.3%,28%,1%,i,-1.7%,1.1
CCOC(=O)c1c(/N=C/C2=C(O)CC(C)(C)CC2=O)sc(C)c1C,52,4.5,6.7%,9%,-0.3%,-28%,-40%,i,7.6%,0.9
O=C(Nc1ccc(OC(F)(F)F)cc1)Oc1ccccc1N1CCOCC1,48,1.1,.,26%,-0.2%,12%,5%,i,0.1%,.
COc1cc(NC(=O)C2C3CCC(O3)C2C(=O)O)cc(OC)c1 (stereo not drawn),41,-1.0,.,6%,-0.2%,-23%[20 µM],-18%,.,0.7%,.
O=C(CSc1nnc(-c2cccs2)n1-c1ccccc1)N1CCCc2ccccc21,71,3.9,0.8%,16%,-0.1%,-6%,7%,i,-0.1%,0.9

SMILES,NTR1 ag cell count 20 µM,NTR1 ag,CSM14.1 death rescue,HEK293 NOD2/NF-kB,GPR55 beta-arrestin,KOR beta-arrestin-1,NOD1 NF-kB reporter,Yfh1-off respiration,KOR beta-arrestin-2,TNAP activators
COC(=O)c1cc(C(=O)Nc2cc(C)ccn2)cc([N+](=O)[O-])c1,41,2.1,0.0%,-19%,-0.2%,-35%,12%,i,0.8%,0.9
COC(=O)c1ccsc1NC(=O)CN1CCN(c2ncccn2)CC1,63,3.0,.,5%,-0.1%,-17%[20 µM],4%,.,1.0%,.
CCOc1ccc(NC(=O)Cn2nnc(C(=O)NCCc3ccc(OC)c(OC)c3)c2N)cc1,90,-0.2,2.8%,13%,-0.1%,17%,-33%,i,0.6%,1.1
N/C(=N\OC(=O)Cc1ccccc1[N+](=O)[O-])c1cccnc1,57,0.2,0.0%,-11%,0.2%,-4%[20 µM],-38%,i,-3.4%,1
Cc1ccc2cc(CCNC(=O)c3ccc(Br)o3)c(=O)[nH]c2c1,39,-0.7,-1.4%,12%,-0.1%,10%,9%,.,1.1%,1.1
Cn1c(SCc2nc3ccccc3[nH]2)nnc1-c1cccs1,64,-0.6,-0.9%,1%,0.2%,17%,-4%,i,0.1%,1.1
Cc1ccc2nc(NCCC(=O)O)nc(-c3ccccc3)c2c1,45,1.3,2.1%,16%,0.1%,2%,-30%,i,-5.1%,1.2
Cc1cc(C(=O)NCc2ccco2)no1,74,0.9,1.8%,17%,0.2%,3%,-6%,i,-0.5%,1.1
COc1cc(S(=O)(=O)NCc2ccccc2Cl)ccc1-n1cnnn1,43,10,.,-7%,-0.2%,-11%,-8%,.,-2.3%,.
O=C(NCc1ccc2c(c1)OCO2)c1ccc(N2CCCCCC2)c([N+](=O)[O-])c1,43,-1.5,-1.5%,-17%,?,-2%,-20%,i,-1.4%,0.9
COc1cccc(CNC(=O)Cn2nc(-c3ccc(Cl)cc3)ccc2=O)c1,65,0.5,-0.2%,0%,0.3%,-5%,-18%,i,0.9%,1.1
COc1ccc(Cl)cc1Nc1nc(C)nc2c1oc1ccccc12,90,12,.,-8%,-0.1%,-17%,-11%,.,3.6%,.
Cc1ccc(S(=O)(=O)NCCc2nnc(SCc3cccnc3)n2C)cc1,70,-2.3,.,9%,-0.2%,-21%,-7%,.,-3.7%,.
O=C(CSc1nnnn1-c1ccccc1)N1CCNC1=O,53,1.5,.,3%,-0.4%,-16%,-30%,.,1.3%,.
Cc1oc(-c2ccc3c(c2)OCCO3)cc1C(=O)O,63,1.0,-3.4%,79%*,-0.3%,-36%,89%*,i,-1.4%,1.1

SMILES,NTR1 ag cell count 20 µM,NTR1 ag,CSM14.1 death rescue,HEK293 NOD2/NF-kB,GPR55 beta-arrestin,KOR beta-arrestin-1,NOD1 NF-kB reporter,Yfh1-off respiration,KOR beta-arrestin-2,TNAP activators
O=C(CCC(=O)c1cccs1)NC1CCCCCC1,35,-0.3,6.1%,-34%,0.1%,33%,-33%,i,-5.7%,1
CCC(=O)Nc1c(C)n[nH]c1C,72,-0.9,-3.7%,16%,1.0%,-15%,46%,i,9.2%,1
O=C(O)c1cnc(-c2ccccc2)nc1Sc1ccc(Cl)cc1Cl,41,4.6,-1.6%,0%,-0.2%,-24%,9%,i,-0.4%,1.1
CCOc1ccc(-n2c(=O)c3c4c(sc3n(CC(=O)NCCCOC)c2=O)CCCCC4)cc1,57,0.4,-4.6%,9%,0.2%,19%,15%,i,-3.4%,1.1
Cc1ccc(S(=O)(=O)N(C)CC(=O)N2CCN(Cc3ccccc3)CC2)cc1,74,-0.6,.,-6%,0.4%,-14%,-23%,.,7.3%,.
Cc1cccc2cc(CN(Cc3ccc(F)cc3)C(=O)N(C)C)c3nnnn3c12,79,2.0,2.7%,17%,0.3%,5%,10%,i,-0.6%,1.1
CC1CN(C(=O)c2cc(S(=O)(=O)N(C)c3ccc(F)cc3)ccc2Cl)CC(C)O1 (stereo not drawn),47,-0.2,.,36%,-0.1%,-2%,31%,.,0.3%,.
N#Cc1ccc(N2Cc3ccccc3/C2=N/C(=O)Nc2ccc(Cl)cc2)cc1,46,2.6,1.4%,-33%,0.1%,29%,-13%,i,7.1%,1.1
NS(=O)(=O)c1ccc(CCNCc2cc(Br)ccc2OCc2ccccc2)cc1,74,0.1,-2.1%,13%,-0.3%,-26%,-10%,i,2.6%,1
Cc1[nH][nH]c(=O)c1C(c1ccc(O)c(Br)c1)c1c(C)[nH][nH]c1=O,89,6.7,.,-6%,-0.1%,-18%,-7%,.,3.4%,.
O=C(Oc1ccc(/C=N/NC(=O)c2ccccc2F)cc1)c1ccccc1,61,-0.9,.,1%,0.7%,-68%,-29%,.,1.6%,.
O=C(Nc1ccccc1-c1ccccc1)c1ccc(=O)[nH]n1,41,2.7,.,-43%,0.5%,-17%[20 µM],41%,.,0.4%,.
Cc1cccc(N2CCN(C(=O)CCCn3c(=O)[nH]c4ccsc4c3=O)CC2C)c1 (stereo not drawn),48,1.8,.,9%,-0.1%,-23%,26%,.,-3.4%,.
Cc1ccccc1CN1C2=NCCCN2c2ccccc21,55,-1.0,-2.0%,0%,-0.1%,-27%,7%,i,2.8%,1.1
O=C(Nc1ccc(Cl)cc1C(=O)N1CCOCC1)c1ccco1,41,0.1,-1.9%,12%,-0.3%,8%,-18%,i,-3.1%,1.2

SMILES,NTR1 ag cell count 20 µM,NTR1 ag,CSM14.1 death rescue,HEK293 NOD2/NF-kB,GPR55 beta-arrestin,KOR beta-arrestin-1,NOD1 NF-kB reporter,Yfh1-off respiration,KOR beta-arrestin-2,TNAP activators
COc1ccc(NC(=O)NC(C)c2ccncc2)cc1OC (stereo not drawn),69,-0.7,.,10%,0.2%,-2%,-15%,i,-2.6%,1.2
Cc1ccc(S(=O)(=O)N2CCN(C3CC4CCC3C4)CC2)cc1 (stereo not drawn),42,1.2,.,-10%,0.3%,13%,-11%,.,-2.1%,.
CCOC(=O)C1(CCCc2ccccc2)CCN(C(=O)c2cncs2)CC1,52,1.8,1.9%,6%,0.0%,-7%,-30%,i,-4.8%,1
Cc1cccc(NC(=O)CN(C)S(=O)(=O)c2ccccc2)n1,62,-0.4,1.9%,6%,-0.1%,4%,-13%,i,-1.1%,1.1
CC(=O)c1c(C(C)=O)c(C)n(-c2nc(-c3ccc(C)c(C)c3)c(C)s2)c1C,72,1.1,2.3%,22%,-0.3%,-8%,33%,i,-1.3%,1.1
CC(C)CCN1CCN(CCCc2ccccc2)CC1CCO (stereo not drawn),53,-0.7,.,-25%,-0.1%,-7%[20 µM],-16%,.,0.3%,.
COc1cc(/C=N/NC(=O)CN(Cc2ccco2)S(=O)(=O)c2ccccc2)ccc1O,54,0.6,1.9%,12%,-0.1%,-11%,-18%,i,-1.5%,1.1
Fc1ccccc1OCCCCn1cncn1,68,-0.6,-1.2%,14%,-0.3%,10%,-19%,i,11%,1.1
COc1ccccc1-n1cc(-c2ccc(Cl)cc2)[nH]c1=O,57,-0.1,-2.4%,-1%,-0.4%,3%,-29%,i,-3.5%,1
CC1CCC(N2CCN(c3ccc([N+](=O)[O-])cc3)CC2)CC1 (stereo not drawn),55,0.5,.,-40%,1.3%,-19%,-22%,.,1.6%,.
CCC(C)NCCOc1cc(C)cc(C)c1C (stereo not drawn),70,0.1,-3.0%,-15%,-0.1%,8%[20 µM],-36%,i,-5.4%,1
CC(C)CN(C(=O)c1cccc([N+](=O)[O-])c1)c1c(N)n(CC(C)C)c(=O)[nH]c1=O,56,-0.9,.,5%,-0.1%,-13%,-18%,.,-0.5%,.
CCN1CCN(c2nnc(-c3ccc(F)cc3)c3ccccc23)CC1,46,0.4,.,-14%,-0.3%,-18%,-30%,.,-1.3%,.
CCc1cc(Br)ccc1NC(=O)C1CCCO1 (stereo not drawn),73,-0.5,0.3%,3%,-0.4%,4%,-5%,i,-2.7%,1.1
CC(=O)N1CCN(c2ccc(NC(=S)NC(=O)c3ccccc3)cc2)CC1,75,1.4,-1.8%,15%,0.2%,2%,-8%,i,-0.4%,1
O=C(CCc1nc2sc3c(c2c(=O)[nH]1)CCCC3)NCCc1ccc(F)cc1,60,-0.8,.,13%,0.4%,-14%,-24%,.,6.9%,.

Screening data from PubChem.
